# High-throughput results: PubChem BioAssay, several laboratories
# BH1578 lux ind: inducers of Vibrio cholerae quorum light production without autoinducers | V. cholerae BH1578 lux reporter, luminescence, 6 h | activation, % at 18.7 µM | hit rate 0.16% among 350,000 | AID 588436; in the data active = activation mostly above about 9.7%, no sharp cut-off; also: not every result past the cut was called active; inactives centre near 0; reference of the scale not given here
# SSB-PriA inh: blocks PriA binding to SSB C-terminal tail. AlphaScreen SSBct-PriA binding, biotinylated peptide. inhibition, % at 33 µM. hit rate 0.6% among 430,000; in the data active = inhibition mostly above about 37%, no sharp cut-off; inactive = mostly below about 20%;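 also: plate controls were negative control peptide for no effect and reference peptide for full effect; strong numbers were not always called active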
# CCHFV vOTU inh: CCHFV vOTU protease inhibition | hit rate 0.55% among 370,000 | Pep-AMC fluorescence | inhibition, % at 11.5 µM; in the data active = inhibition above about 30%; also: 0% = vehicle wells with enzyme and 100% = no enzyme wells
# MazF activator: activators of E. coli MazEF toxin-antitoxin RNase. P0AE70. FAM/BHQ RNA-DNA oligo cleavage fluorescence, 5 h. activation, % at 20 µM. hit rate 0.32% among 350,000. AID 504720; in the data active = activation above about 50%
# Target sequence (P0AE70 whole entry, looked up): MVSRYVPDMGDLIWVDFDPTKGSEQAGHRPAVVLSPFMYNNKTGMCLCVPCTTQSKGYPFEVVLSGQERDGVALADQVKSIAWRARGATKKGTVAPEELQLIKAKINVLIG
# VHR inh abs: blocks human VHR1 dual specificity phosphatase; P51452; recombinant VHR phosphatase, pNPP absorbance; inhibition, % at 13.3 µM; hit rate 0.52% among 290,000; AID 1654; in the data active = inhibition above about 50%; also: some compounds called inactive have numbers as strong as hits
# Target sequence (P51452 whole entry, looked up): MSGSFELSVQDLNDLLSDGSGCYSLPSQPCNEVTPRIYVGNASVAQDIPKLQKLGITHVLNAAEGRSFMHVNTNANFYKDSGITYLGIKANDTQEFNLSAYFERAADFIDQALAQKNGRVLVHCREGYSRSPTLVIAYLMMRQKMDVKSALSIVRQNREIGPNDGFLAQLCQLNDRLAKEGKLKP
# PrPC TRFRET: inhibitors of human cell surface prion protein PrPC. inhibition, % at 13.8 µM. hit rate 0.43% among 370,000. TR-FRET read-out; in the data active = inhibition above about 24%; also: 0% = median of the test wells and 100% = reference compound wells
# SARS 3CLpro inh: SARS-CoV 3CLpro protease inhibition; hit rate 0.14% among 290,000; P0C6X7; inhibition, % at 6 µM; recombinant SARS-CoV 3CLpro, quenched FRET peptide cleavage; in the data active = inhibition above about 12%
# Rv3671c inh: Rv3671c (M. tuberculosis) protease inhibition; inhibition, % at 5.96 µM; hit rate 0.048% among 320,000; P9WHR9; in the data active = inhibition above about 38%;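 also: extracellular domain of Rv3671c used as enzyme; 0% = enzyme with DMSO and 100% = no enzyme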
# Target sequence (P9WHR9 whole entry, looked up, the tested form may be a part): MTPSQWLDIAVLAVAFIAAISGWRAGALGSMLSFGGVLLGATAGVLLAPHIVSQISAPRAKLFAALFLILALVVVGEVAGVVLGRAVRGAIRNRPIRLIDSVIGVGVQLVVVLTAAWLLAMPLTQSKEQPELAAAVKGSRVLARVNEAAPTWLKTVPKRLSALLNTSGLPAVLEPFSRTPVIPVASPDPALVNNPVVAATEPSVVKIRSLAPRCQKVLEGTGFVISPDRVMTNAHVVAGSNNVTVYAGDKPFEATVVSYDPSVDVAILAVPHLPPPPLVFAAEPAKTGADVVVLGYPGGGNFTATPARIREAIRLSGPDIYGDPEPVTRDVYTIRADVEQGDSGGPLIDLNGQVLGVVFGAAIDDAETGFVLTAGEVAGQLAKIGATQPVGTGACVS
# Yp Topo-I inh: inhibitors of Yersinia pestis topoisomerase I; Y. pestis Topo-I cleavage product accumulation, plate reader; activity, % at 10 µM; hit rate 0.064% among 360,000; AID 504884; in the data active = activity above about 50%, passing the limit was not always enough; also: inactives centre near 2
# TcdB inh: inhibitors of Clostridioides difficile toxin B glycohydrolase | inhibition, % at 9.99 µM | P18177 | TcdB glycohydrolase enzymatic assay, plate reader | hit rate 0.24% among 350,000; in the data active = inhibition above about 10%
# Active calls of the source: *; i = inactive; . = not tested or not shown; & = joins results of further samples. These rows are one share of the data (hit frequency here may not be typical).
No.	canonical_smiles	BH1578 lux ind	SSB-PriA inh	CCHFV vOTU inh	MazF activator	VHR inh abs	PrPC TRFRET	SARS 3CLpro inh	Rv3671c inh	Yp Topo-I inh	TcdB inh
1	O=C(Nc1cccc(Cl)c1)C1C2C=CC3(O2)C1C(=O)N(CCCN1CCCCC1)C3C(=O)NC1CCCCC1 (stereo unspecified)	-0.3	-3	2	15	16	-1	0	2	0	-1.2
2	O=C(Nc1cccc(C(=O)O)c1)/C(=C\c1ccco1)NC(=O)c1ccccc1Cl	-0.6	-13	16	-27	13	-3	-4	-10	-2	-0.3
3	FC(F)c1nnc2ccc(Cl)nn12	-0.4	5	4	13	17	-4	3	-3	-10	1.2
4	COc1ccc(Cn2c(C)c(C)c(C#N)c2NC(=O)Nc2ccccc2)cc1	0.3	-12	8	9	27	4	-5	-10	-4	.
5	O=C(c1cnn(C(=O)c2ccccc2F)c1)c1ccccc1O	i	-19	1	-3	.	2	.	-2	0	2.2
6	Cc1c(C(=O)NCc2ccc3c(c2)OCO3)sc(=O)n1Cc1cccc(F)c1	i	.	5	.	.	2	.	.	18	1.4
7	O=C(NNC(=S)Nc1ccccc1)c1cc(-c2cccnc2)nc2ccccc12	i	-3	-2	4	10	-4	1	4	-2	1.2
8	Cc1ccc(OC(=O)CCN2C(=O)c3ccccc3C2=O)cc1C	i	-18	-3	4	3	6	-1	0	4	0.8
9	CCOC(=O)CC1CCCCN1Cc1cn(C)nc1-c1ccc2c(c1)OCCO2 (stereo unspecified)	i	-12	-4	0	29	-1	3	8	12	1.1
10	CC(=O)c1cnn(-c2cc(Oc3ccccc3C)ncn2)c1C	i	-8	-5	8	-6	2	-2	2	-2	.
11	Cc1ccc(NC(=O)C2CCCN2C(=O)c2cccs2)c(C)c1 (stereo unspecified)	i	0	8	-1	1	0	1	4	4	0.2
12	CC(=O)OC1CCC2(C)C(=CCC3C2CCC2(C)C3CC3OC4(CCC(C)CN4)C(C)C32)C1 (stereo unspecified)	-0.3	-8	6	6	3	2	4	.	1	-6.0
13	CN1CCN(c2ccc(NC(=O)c3ccc4c(c3)OCO4)cc2)CC1	i	6	-12	2	15	1	-2	-3	-4	.
14	COC(=O)[C@H]1[C@H]2C[C@H]3c4[nH]c5ccccc5c4CCN3C[C@@H]2CC[C@@H]1O	i	.	-2&0	-27&3	.	-7&-21	.	2&5	1&8	0.9&-1.0
15	CCc1c(C)nc(SCCOc2ccc(OC)cc2)[nH]c1=O	-0.2	-2	0	5	13	-6	-1	1	12	3.1
16	CC(C)N1C(=O)NC(=O)C2(Cc3cc([N+](=O)[O-])ccc3N(C)C2c2ccccc2)C1=O (stereo unspecified)	-2.2	23	14	0	13	-10	2	-2	17	0.4
17	CCc1nnc(NC(=O)CSc2nc3c(cc2C#N)CCCC3)s1	i	-20	6	7	3	-3	-10	-2	-3	.
18	Fc1ccc(-c2nnc(-c3ccc(Cl)cc3Cl)o2)cc1	-0.1	-13	-2	-35	38	6	-3	-4	-10	0.5
19	NS(=O)(=O)c1ccc(NCCCn2ccnc2)c([N+](=O)[O-])c1	i	0	3	12	27	-42	-5	2	0	0.9
20	Cn1nccc1C(=O)NC1CCCc2c1cnn2-c1ccc(C(C)(C)C)cc1 (stereo unspecified)	i	1	4	0	0	16	2	0	32	2.4
21	Cc1cc(S(=O)(=O)NCCC2=CCCCC2)ccc1Br	-14	-16	5	-3	.	-1	.	-4	-4	1.5
22	Cn1c(=O)c2c(nc(NCCO)n2C)n(C)c1=O	i	-21	10	5	-8	1	0	1	5	.
23	CCCN1CCN(CCCNC(=O)CN2C(=O)c3cccnc3Oc3ccc(C)cc32)CC1	-0.3	2	-3	-1	20	-3	3	2	-5	1.8
24	Cc1nn(CCC(=O)NNC(=S)Nc2ccc(F)cc2)c(C)c1[N+](=O)[O-]	-5.3	5	-3	-4	-18	3	-3	-1	-5	.
25	Nc1ccc(S(=O)(=O)Nc2ccnn2-c2ccccc2)cc1	-0.6	-4	-6	1	14	7	.	-10	-3	0.7
26	CCN(CC)S(=O)(=O)c1ccc(C(=O)NCC(c2cccs2)N2CCOCC2)cc1 (stereo unspecified)	7.7	1	-7	7	13	6	-3	-9	7	.
27	COC(=O)c1cccc(C23CC4(C2)[C@H](CN(Cc2ccc(C(F)(F)F)cc2)[C@@H]4c2ccccc2)C3c2ccc(C(F)(F)F)cc2)c1 (stereo partly specified)	.	-3	13	-11	0	4	.	0	.	-0.1
28	COc1ccc(CCC(C)NCCc2ccccc2)cc1 (stereo unspecified)	i	5	13	12	31	-7	0	4	-4	.
29	O=C(N/N=C/c1cccnc1)c1ccc(Cl)c(Cl)c1	-0.4	.	-2	-4	.	2	.	1	-5	1.4
30	Cc1ccc(-n2ncc3c(NCc4cccnc4)ncnc32)cc1C	-1.1	-7&11	-9	4	0	21	-4	-14	6	-3.4
31	Cn1c(NCCc2ccncc2)nc2cc(-c3cccc(Cl)c3)sc2c1=O	0.1	.	4	.	.	5	.	.	0	2.4
32	O=C(NCC1CCCCC1)c1cc2ccccc2cc1O	i	-44	2	4	-15	-1	4	-12	-6	1.9
33	O=S(=O)(c1cccc2cccnc12)N1CCN(c2ccc(F)cc2)CC1	i	-5&-10	4	2	25	-7	0	3	-2	0.9
34	CCN(CC)CCn1c2c(c(SCC(=O)Nc3nc(C)cs3)nc1=O)CCCC2	i	4&0	9	8	.	-11	.	-7	6	0.2
35	Cc1ccc(-c2cc(C(=O)N/N=C\c3cnn(C)c3C)c3ccccc3n2)cc1C	-5.6	.	13	-2	12	2	-3	-13	4	.
36	CC(=O)Nc1ccc(Nc2nc(-c3ccccc3)nc3ccccc23)cc1	i	-7	-8	11	12	30*	4	2	-7	1.5
37	COc1ccc(Nc2nc(N3CCCC3)nc3ccccc23)c(OC)c1	i	-14	12	15	2	0	-8	-1	9	.
38	CCN(CC)C(=O)C1CCCN(Cc2ccccc2C(F)(F)F)C1 (stereo unspecified)	i	-8	0	4	-20	7	4	3	5	.
39	Cc1cccc(C(=O)Nc2ccc(O)cc2)c1	i	2	3	3	.	5	2	3	5	.
40	CCCCN(CCCNC(=O)c1ccc(CS(=O)(=O)c2ccc(OC)cc2)o1)Cc1ccccc1	2.0	-2	18	-5	11	-7	-4	-3	25	0.1
41	COc1ccc(NC(=O)CCCN2C(=O)/C(=C\c3ccco3)SC2=S)cc1	-1.4	11	16	13	13	8	1	-8	7	.
42	COCCn1c(SCC(=O)Nc2cccc(C)n2)nnc1-c1ccco1	0.8	-2	-1	2	66	-4	1	0	8	-4.5
43	CCOC(=O)C(CC1=CS(=O)(=O)c2ccc(Cl)cc21)(NC(C)=O)C(=O)OCC	-0.3	.	10	5	.	-4	.	.	-7	0.2
44	CCOc1ccc(C(=O)NC(=S)Nc2ccccc2OC)cc1[N+](=O)[O-]	-0.2	0	2	15	-7	-5	2	-1	15	0.4
45	COc1ccc(CCNC(=O)CSc2nc3sc(C(=O)O)c(C)c3c(=O)[nH]2)cc1OC	7.7	-8	-1	3	11	-1	-2	4	2	1.2
46	O=C(CCC(=O)N1CCCC1)Nc1ccc([N+](=O)[O-])cc1	i	-11	14	7	-3	4	1	2	11	6.0
47	CCN1/C(=C2\SC(=S)N(Cc3ccccc3)C2=O)Sc2ccccc21	-0.3	0	8	-12	33	3	0	2	-6	0.7
48	COc1cc(-c2cnc3c(NC=O)cc(-c4ccsc4)cn23)cc(OC)c1OC	i	.	1	.	.	5	.	.	15	0.0
49	O=C(NCc1ccc2c(c1)OCO2)c1cc2ncc(Br)cn2n1	-0.8	-20	-2	11	-5	-2	5	6	-3	.
50	COc1cc(OC)c(OC)cc1/C=C(\C#N)C(=O)NCc1cccs1	-12	-4	-16	84*	11	7	-5	.	19	0.1
51	CCOC(=O)c1[nH]c(C)c(CN(CCc2ccccc2)C(=O)CCC(=O)O)c1C	-5.6	3	4	-3	10	6	4	2	-1	.
52	O=C(O)c1cc(-c2ccc(/C=N/NC(=S)Nc3ccccc3)o2)ccc1Cl	2.0	.	8	-12	2	-3	5	9	-1	-0.8
53	Cc1ccc(-c2cc(C(=O)Nc3ccccn3)c3ccccc3n2)o1	-1.6	0	-2	9	28	-9	-1	1	3	0.4
54	CCNC(=O)NC1(C(=O)Nc2ccc3c(c2)OCCO3)CCCCC1	.	-27	-3	7	-2	5	-2	-8	3	.
55	CC(C)Cn1c(SCC(=O)NC2CC2)nc2ccc(Cl)cc2c1=O	i	.	8	4	.	5	.	.	6	0.5
56	COc1ccc2[nH]c(=O)c(CN(Cc3ccccc3)C(=S)NCC3CCCO3)cc2c1 (stereo unspecified)	-0.4	-15	-9	5	11	2	-1	2	23	0.8
57	CCCn1c(SCC(=O)Nc2nnc(C(C)C)s2)nc2c1c(=O)n(C)c(=O)n2C	i	-13	7	13	16	-9	0	2	-1	.
58	CCO[C@H]1OC(C(=O)Nc2ccccc2)=C[C@@H](C)[C@@H]1CCCO	-0.3	7	-2	8	21	-3	-4	-7	1	0.9
59	C[C@@H]1CN([C@H](C)CO)C(=O)CCCn2cc(nn2)CO[C@H]1CN(C)C(=O)Nc1ccc(F)cc1	-0.2	.	-8	-21	.	-4	.	.	-4	1.6&0.1&-0.9
60	CC1(C)C2CCC1(CS(=O)(=O)NCc1ccc(C(=O)O)cc1)C(=O)C2 (stereo unspecified)	i	-3	1	8	-8	2	2	-2	-8	.

# Other structures.
No.	canonical_smiles	BH1578 lux ind	SSB-PriA inh	CCHFV vOTU inh	MazF activator	VHR inh abs	PrPC TRFRET	SARS 3CLpro inh	Rv3671c inh	Yp Topo-I inh	TcdB inh
61	COc1ccc(CN2CCCN(C)CC2)c(OC)c1C	-0.4	-4	-5	8	-14	-3	2	-1	-2	1.1
62	CC(=O)Nc1cccc(NC(=O)C(=O)NCC(c2ccco2)N2CCc3ccccc32)c1 (stereo unspecified)	0.7	29	-3	0	.	3	.	-3	-4	-0.2
63	COc1ccccc1C(=O)NC(=O)COC(=O)CNC(=O)c1ccccc1F	-0.4	-12	9	-1	.	0	.	0	-1	1.4
64	COC(=O)CN(c1ccc(C(C)C)cc1)S(=O)(=O)c1c(C)[nH]c(=O)[nH]c1=O	-0.3	2	-5	7	-20	0	0	-5	3	1.9
65	C=CCn1c(=NC(=O)CC)n(C)c2ccccc21	-0.2	0	-4	3	4	-4	1	-3	1	-0.5
66	CCCOC(=O)c1ccc(Oc2coc3c(CN(CC)CC)c(O)ccc3c2=O)cc1	-0.2	-30	-134	-4	33	-7	0	-4	1	-0.4
67	COc1ccc(Cc2noc(CN(C)CC(O)c3ccccc3)n2)cc1OC (stereo unspecified)	i	-10	9	-2	38	-3	8	-15	-1	0.6
68	O=[N+]([O-])c1ccc(S(=O)(=O)NNC(=S)NCCc2ccccc2)cc1	-0.5	-9	2	-4	4	-3	-1	5	-1	-1.4
69	CC1(C)C(=O)OC(c2ccccc2)C2(CCCC2)C1=O (stereo unspecified)	i	-12	6	-3	-22	2	-1	2	2	.
70	CCOC(=O)C1=NN(c2ccccc2C)C2=NC(C)=C(C(=O)OC)C(c3cccc(OC)c3)N12 (stereo unspecified)	-0.2	-2	25	-2	45	9	2	7	7	.
71	COc1ccc(NC(=O)CCN2C(=O)c3ccccc3S2(=O)=O)c(OC)c1	-0.1	2	10	-4	1	-4	0	0	1	0.1
